Assay outcomes as filed in PubChem.
ABHD4 inh – ABHD4 inhibitors, primary screen, biochemical, fluorescence polarization, mouse; (Lyso)-N-acylphosphatidylethanolamine lipase (Mus musculus), Q8VD66; purified mABHD4, FP-Rh probe fluorescence polarization; inhibition, % at 8.92 µM; 370,000 compounds, 0.54% hits; AID 720543, 2013;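 active = inhibition exceeding the mean over every tested compound plus 3 SD, cut at about 30% in these data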;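 note: 0% = plate median of compound wells and 100% = S159A mutant with DMSO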
Target sequence (Q8VD66 whole entry, looked up): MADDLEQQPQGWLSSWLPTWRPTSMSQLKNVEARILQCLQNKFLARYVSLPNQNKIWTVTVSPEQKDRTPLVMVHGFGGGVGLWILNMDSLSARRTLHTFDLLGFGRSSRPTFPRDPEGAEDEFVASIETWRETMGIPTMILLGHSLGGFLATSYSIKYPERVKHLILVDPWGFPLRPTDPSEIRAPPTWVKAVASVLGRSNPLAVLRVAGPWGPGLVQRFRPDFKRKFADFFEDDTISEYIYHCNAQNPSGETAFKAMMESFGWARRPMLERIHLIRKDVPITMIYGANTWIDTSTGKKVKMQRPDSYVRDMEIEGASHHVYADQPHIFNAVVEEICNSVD
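Assay system: mABHD4 protein; medium: HEPES pH 7.0, NaCl, Pluronic buffer; dosing: 8.92 µM, single dose; schedule: 45 min + 60 min at 25 °C; signal: FP readout, ex 525 nm / em 598 nm; read-out: normalized percent inhibition of probe labeling; repeats: single replicate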
rCAG binder – binders of r(CAG) RNA repeats, primary screen, biochemical, fluorescence | r(CAG) RNA repeat, TO-PRO-1 dye displacement fluorescence | inhibition, % at 3 µM | 370,000 compounds, 1.3% hits | AID 651821, 2012;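 active = inhibition above the plate cutoff, the mean of all test compounds on that plate plus 3 SD, cut at about 35% in these data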;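 note: 0% = DMSO alone and 100% = 100 µM mitoxantrone as full dye displacement; higher means more dye released from RNA so lower well fluorescence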
NPR1 activator – GC-A stimulated cGMP production enhancers – HEK293 GC-A cells, cGMP TR-FRET, EC30 ANP, primary screen | 0% at EC30 ANP, 100% saturating ANP | activation, % at 10 µM | 370,000 compounds, 0.14% hits; in the data active = activation above about 40%
SIAE primary – human SIAE inhibitors, primary screen, biochemical, fluorescence polarization, FP-Rh probe, 1536-well HTS. Sialate O-acetylesterase (Homo sapiens), Q9HAT2. SIAE FP-Rh probe binding. inhibition, % at 9.66 µM. 370,000 compounds, 0.69% hits. AID 1053197, 2014;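 active = inhibition above a cutoff: mean of compounds within the control limits plus 3 SD of those, cut at about 17% in these data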;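 note: 0% = plate median of compound wells and 100% = probe without SIAE protein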
TCR CD3 inh – inhibitors of human TCR-CD3 interaction, primary screen, biochemical, fluorescence, TAMRA-labeled TCR probe; inhibition, % at 9.4 µM; 360,000 compounds, 0.37% hits; in the data active = inhibition above about 19%;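 note: recombinant mutant TCR 2C K166C tagged with TAMRA read by polarization; 0% = receptor in buffer alone and 100% = receptor with positive control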
PRMT1 inh – PRMT1 methyltransferase inhibitors, primary screen, biochemical, fluorescence polarization; Protein arginine N-methyltransferase 1 (Homo sapiens), Q99873; recombinant PRMT1, activity-based probe fluorescence polarization; inhibition, % at 2.79 µM; 370,000 compounds, 1.3% hits;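 active = inhibition above about 21% made by adding two undisclosed values, limit read from the data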
GC-B act – human GC-B receptor activators, primary screen, HEK293 GC-B cells, cGMP TR-FRET, EC30 CNP; Atrial natriuretic peptide receptor 2 (Homo sapiens), P20594; 0% at EC30 CNP, 100% saturating CNP; activation, % at 10 µM; 370,000 compounds, 0.11% hits;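 active = activation at 10 µM reaching about 35% in either raw or pattern-adjusted values, limit read from the data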
HTRA1 inh – HTRA1 serine protease inhibitors, primary screen, biochemical, fluorescence polarization, HTS; Q92743; recombinant HTRA1, FP-rhodamine activity-based probe; inhibition, % at 5.96 µM; 340,000 compounds, 0.5% hits; in the data active = inhibition above about 36%;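 note: 0% = enzyme with DMSO and 100% = wells lacking enzyme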
UHRF1 binding – UHRF1 methylated DNA binding inhibitors, primary screen, counter-screen for MBD2 inhibitor project, biochemical, TR-FRET, human UHRF1, single concentration. E3 ubiquitin-protein ligase UHRF1 (Homo sapiens), Q96T88. UHRF1 binding to methylated oligo. inhibition, % at 4.4 µM. 370,000 compounds, 0.75% hits; in the data active = inhibition above about 21%;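 note: UHRF1 SRA domain binding a hemimethylated CpG hairpin DNA probe; 0% = median of test compound wells and 100% = reference inhibitor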
MBD2 DNA inh – inhibitors of MBD2 binding to methylated DNA, primary screen, biochemical, TR-FRET, DNA-binding domain, human; Methyl-CpG-binding domain protein 2 (Homo sapiens), Q9UBB5; MBD2 binding to methylated oligonucleotide; inhibition, % at 4.4 µM; 370,000 compounds, 0.31% hits; AID 686964, 2013; in the data active = inhibition above about 13%
Target sequence (Q9UBB5 whole entry, looked up, the tested form may be a part): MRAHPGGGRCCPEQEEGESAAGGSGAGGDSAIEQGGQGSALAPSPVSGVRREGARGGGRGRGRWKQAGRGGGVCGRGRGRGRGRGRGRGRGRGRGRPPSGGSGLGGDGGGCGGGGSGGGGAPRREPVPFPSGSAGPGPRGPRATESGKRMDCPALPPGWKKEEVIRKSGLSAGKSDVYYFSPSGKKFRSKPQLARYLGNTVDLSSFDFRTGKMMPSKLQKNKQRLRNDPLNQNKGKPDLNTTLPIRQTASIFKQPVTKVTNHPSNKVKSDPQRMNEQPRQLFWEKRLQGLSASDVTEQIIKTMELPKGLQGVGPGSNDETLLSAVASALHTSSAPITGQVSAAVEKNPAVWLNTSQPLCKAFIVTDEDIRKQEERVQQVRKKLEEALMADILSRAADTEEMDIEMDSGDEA
Numbers without * were called inactive; nt = not tested or not shown.

SMILES	ABHD4 inh	rCAG binder	NPR1 activator	SIAE primary	TCR CD3 inh	PRMT1 inh	GC-B act	HTRA1 inh	UHRF1 binding	MBD2 DNA inh
CC(=O)c1cccc(NC2c3ncccc3C(=O)N2Cc2ccco2)c1 (stereo not given)	5	6	0	-4	-2	3	-2	3	5	0
COc1ccc(/C=C(/C(=O)NCc2ccccc2)c2ccccc2)cc1	-8	1	-4	3	2	-2	4	-30	0	-3
Cc1ccc(S(=O)(=O)Nc2c(C)cc([N+](=O)[O-])cc2C)cc1	9	1	0	2	3	1	4	-3	3	6
Cc1ccccc1CC1(CO)CCCN(Cc2ccn[nH]2)C1 (stereo not given)	-6	-3	-1	6	2	-8	0	0	0	-3
NC(=O)c1ccsc1NC(=O)C1CCCN1S(=O)(=O)c1ccc(Cl)cc1 (stereo not given)	0	8	4	-3	2	2	0	-4	-1	-4
Cc1cccc(/N=C/C2=C(O)CC(C)(C)CC2=O)n1	2	-4	-3	5	-1	-2	2	12	2	-2
CSc1ncc(Cl)c(C(=O)Nc2cccc(C)c2)n1	-3	0	-4	-10	-6	-1	2	-18	6	2
O=C(OC1CC2CC1[C@H]1CCCCN1C2=O)N1CCCCC1 (stereo not given in full)	-2	-1	1	14	0	-3	-3	nt	-4	-2
C[C@H](CO)N1C[C@H](C)[C@@H](CN(C)Cc2ccccc2)Oc2c(NC(=O)C3CC3)cccc2C1=O	-6	-9	-3	-4	-2	-1	-4	-6	1	-1
COc1ccccc1NC(=O)c1nn(-c2ccccc2)ccc1=O	-11	2	-6	2	7	2	-7	-12	-1	0
Cc1cc([N+](=O)[O-])ccc1NC(=O)C[n+]1ccc(N(C)C)cc1	-9	2	4	-4	-2	-3	0	5	4	3
Cc1ccc(NC(=O)COC(=O)c2cccnc2Cl)cc1S(=O)(=O)N1CCOCC1	1	7	-4	-3	2	-1	1	14	6	5
CCOC(=O)c1ccccc1NC(=O)C1CC(=O)N(C2CCCCC2)C1 (stereo not given)	-15	-4	-6	0	0	-2	-3	6	1	0
Cc1ccc2c(c1)C1CN(C)CCC1N2C(=S)NC(=O)c1ccc(Br)cc1 (stereo not given)	7	-1	1	5	1	5	-5	1	-2	-1
Cc1cccc(N2CCN(C(=S)NC3CCCCC3)CC2)c1C	0	-3	0	-5	5	-4	-3	-4	10	4
COc1cc(Cl)c(C)cc1NC(=O)CC1CCCC1	-5	-3	6	-1	3	1	6	-7	1	-3
O=C(CP(=O)(c1ccccc1)c1ccccc1)Nn1cnnc1	5	-1	-1	2	-1	-2	0	9	-5	-6
COc1ccc(OC)c(CN2CCN(S(=O)(=O)c3ccccc3)CC2)c1	7	-5	1	6	4	2	0	-3	1	0
CCCS(=O)(=O)N1CCN(C(=O)c2ccc(-c3ccccc3)cc2)CC1	2	-4	1	11	-3	-2	-2	-8	-9	2
CCCc1ccc(OCC(O)CN2CCc3ccccc3C2)cc1 (stereo not given)	0	-11	3	6	-6	-2	2	-14	-1	3
CN(C)Cc1ccc(F)cc1Sc1cc(Cl)ccc1Cl	2	-8	-3	7	4	-1	-5	-17	4	1
C[C@@H]1NC(=O)/C(=C\c2ccccc2Cl)NC1=O	6	-3	5	0	-3	1	-2	nt	5	2
COc1ccccc1/C=C/C=N/n1c(C2CCCCC2)n[nH]c1=S	-8	13	4	0	2	8	6	-24	-1	0
CN(C)S(=O)(=O)c1ccc(Cl)c(C(=O)NC2CCCCCCC2)c1	-5	1	6	7	-4	5	2	2	3	6
O=C(CN1C(=O)C2CC=C(Cl)CC2C1=O)NCc1ccccc1 (stereo not given)	9	1	-1	7	0	11	0	12	5	2
Clc1ccc(OCCN2CCCCC2)c(Cl)c1	15	-2	1	-2	1	0	-1	-5	1	2
COc1ccc(C(=O)Nc2ccccc2C(=O)NC(Cc2ccc(O)cc2)C(=O)NNC(=O)c2ccc(C)cc2)cc1 (stereo not given)	-36	3	0	-27	-10	0	-4	-17	-3	7
COc1cc(OC)cc(C(=O)OCC(=O)c2ccc(S(=O)(=O)N3CCCCC3)cc2)c1	-1	6	-3	0	-1	-2	0	9	1	-11
C#CC[N+](C)(C)CCCCCCCCCCCC	11	6	4	-7	-6	3	6	3	4	3
O=S(=O)(NCCSc1ccccc1)c1cccs1	0	1	3	-3	-3	-1	3	-8	4	1
CN(NC1OC(=O)c2ccccc21)c1c([N+](=O)[O-])cc(C(F)(F)F)cc1[N+](=O)[O-] (stereo not given)	11	19	-8	7	1	-2	0	7	-1	-2
Cc1ccc(C(=O)c2cc([N+](=O)[O-])ccc2N2CCCCC2)cc1	3	5	-13	-9	2	2	-8	-19	6	-1
Cc1ccc(-n2nnnc2CNC(=O)c2ccc(Br)o2)cc1C	-9	2	0	-11	-4	3	-1	-3	2	-2
CC1CCCCC12NC(=O)N(CC(=O)Nc1nccs1)C2=O (stereo not given)	-3	2	1	0	4	-2	-1	8	-2	9
COc1ccc(CCNC(=O)CCn2c(=O)oc3ccccc32)cc1	5	0	-2	0	10	2	-3	4	1	-2
Cc1ccc(S(=O)(=O)N2CCN(C(=O)c3cc4c(s3)CCCC4)CC2)cc1	-10	3	-5	-4	-4	-1	-5	4	5	-2
COCCN(C(=O)COC(=O)C1=COCCO1)c1c(N)n(Cc2ccccc2)c(=O)[nH]c1=O	7	-1	0	-3	1	-2	-4	4	10	1
O=C(NCCCN1CCOCC1)C(=O)NCc1ccc(Cl)cc1	4	-4	0	6	11	0	4	-2	1	13*
CCOc1ccc(CCN2C(=S)N([C@@H](Cc3ccc(O)cc3)CN3CCC[C@@H]3CN3C(=S)NC[C@@H]3Cc3ccccc3)C[C@@H]2Cc2ccccc2)cc1	-12	12	5	-12	-14	0	5	nt	-4	0
COc1ccc(C(=O)c2c[nH]c3ccccc23)cc1	-18	3	-1	-8	-5	1	-5	-9	1	-5
CC(NC(=O)CNC(=O)[C@@H]1Cc2ccccc2CN1)c1ccccc1 (stereo not given in full)	3	0	6	-4	1	2	5	5	0	3
O=C(Nc1cccc(F)c1)Nc1c[nH]c(=O)[nH]c1=O	3	-1	3	3	5	-1	0	4	-2	0
OCCOCCn1c(CCNc2nc(-c3ccc(Cl)cc3)cs2)nc2cc(Cl)c(Cl)cc21	-3	6	-17	-1	0	1	-21	-32	3	2
COC(CNC(=O)c1ccc(-n2c(=S)[nH]c3ccccc3c2=O)cc1)OC	-1	0	-1	-6	-6	5	0	0	3	-4
CC(C)CN(C(=O)CN1C(=O)NC(c2ccccc2)(c2ccccc2)C1=O)C1CCS(=O)(=O)C1 (stereo not given)	4	-1	-3	-4	2	-5	0	3	2	-3
c1ccc(-c2ccc(OCCN3CCOCC3)cc2)cc1	-2	-7	8	4	3	-2	-2	2	-1	-4
CN1C(=O)NC(c2ccc(O)cc2)C(C(=O)c2cccs2)C1(O)C(F)(F)F (stereo not given)	0	2	3	4	2	-1	-3	-2	3	-1
COc1ccc(C(=O)NNC(=S)NC(=O)c2cccc([N+](=O)[O-])c2)cc1	13	8	-6	12	21*	-10	3	13	-4	-3
CCc1cc(=O)oc2cc(OCC(=O)N3CCC(C(=O)O)CC3)ccc12	-10	2	-1	3	12	6	-4	-3	1	7
O=C(Cc1cccs1)Nc1nc(-c2ccc(F)cc2F)cs1	-57	6	4	-19	-9	-1	-1	-52	0	-4
O=C(Nc1nc(-c2ccc(S(=O)(=O)N3CCCC3)cc2)cs1)c1ccco1	-10	8	7	-19	6	0	9	-20	-2	2
Cc1cccc(N2CCN(S(=O)(=O)c3ccc4c(c3)C(C)(C)C(=O)N4C)CC2C)c1 (stereo not given)	-3	-3	2	4	1	-3	0	-4	-1	3
Cc1ccn(CCNC(=O)C2CCC(=O)N(CCc3ccc(Cl)cc3)C2)n1 (stereo not given)	3	-5	2	-6	2	-1	0	3	-4	-3
COc1ccccc1CCC(=O)OC(C)C(=O)Nc1c(C)n(C)n(-c2ccccc2)c1=O (stereo not given)	9	-6	2	1	8	1	1	3	0	-3
CC(C)(C)c1ccc(NC(=O)c2ccc3c(c2)S(=O)(=O)c2ccccc2C3=O)cc1	-1	3	-2	-4	3	-3	6	-2	2	-5
O=C(COC(=O)c1cccc(N2C(=O)c3ccccc3C2=O)c1)Nc1ccccc1	-7	0	3	-10	9	-2	2	-10	1	3
O=C(CNC(=S)N(Cc1ccccc1)Cc1cccnc1)NCCN1CCOCC1	-3	-4	1	-3	3	-5	1	-1	-2	-1
CCOC(=O)c1ccc(NS(=O)(=O)c2c(C)n[nH]c2C)cc1	4	2	0	-4	1	0	2	8	0	-9
CN(C)CCCNC(=O)c1ccc2[nH]c3ccccc3c2c1	-2	2	-1	1	6	-5	-2	7	-1	1
CCc1c(C)nc(SCC(=O)NC2CCCC2)[nH]c1=O	-2	1	5	4	-2	-3	-8	6	2	2
Other compounds follow.
SMILES	ABHD4 inh	rCAG binder	NPR1 activator	SIAE primary	TCR CD3 inh	PRMT1 inh	GC-B act	HTRA1 inh	UHRF1 binding	MBD2 DNA inh
CN(C)c1cccc2c1C(=O)c1ccccc1C2=O	23	2	-4	5	1	3	-5	26	-29	-27
CN1CCC(N(C)S(=O)(=O)c2ccc(NC(=O)COc3ccc(F)cc3Cl)cc2)CC1	5	-6	3	-4	3	0	-9	1	-2	1
C/C(CC(=O)Nc1ccc(F)cc1)=N\NC(=O)COc1ccccc1	-1	-1	2	2	9	1	0	0	-6	0
COc1ccccc1/C=C1\SC(=S)N(NS(=O)(=O)c2ccc(C)cc2)C1=O	1	78*	0	-11	3	3	4	-25	1	0
O=C(CNc1cccc(F)c1)N1CCc2ccccc2C1	-2	-5	5	13	-7	-1	0	9	-1	1
CCS(=O)(=O)c1ccc2oc(SCC(=O)N3CCCCC3)nc2c1	1	-6	1	2	0	4	1	0	0	-2
Cc1cccc(N(CC(=O)NCCSc2ccccn2)S(=O)(=O)c2ccccc2)c1	7	-7	4	-3	1	1	-2	-7	4	3
Cn1c(-c2ccccc2)c(/C=N/NC(=O)c2cccnc2)c2ccccc21	9	7	-12	5	-3	0	-4	3	-1	-3
COc1ccc(NC(=O)Nc2cccc3c2O[C@H](CN(C)S(=O)(=O)c2c(C)noc2C)[C@@H](C)CN([C@H](C)CO)C3=O)cc1	1	1	-1	1	1	-1	4	5	-2	-7

Entries of single compounds, looked up by structure. Order of screens: ABHD4 inh, rCAG binder, NPR1 activator, SIAE primary, TCR CD3 inh, PRMT1 inh, GC-B act, HTRA1 inh, UHRF1 binding, MBD2 DNA inh
Results for Cc1cccc(N2CCN(C(=S)NC3CCCCC3)CC2)c1C = 0, -3, 0, -5, 5, -4, -3, -4, 10, 4
Results for CC(=O)c1cccc(NC2c3ncccc3C(=O)N2Cc2ccco2)c1 (stereo not given) = 5, 6, 0, -4, -2, 3, -2, 3, 5, 0
Results for COc1cc(Cl)c(C)cc1NC(=O)CC1CCCC1 = -5, -3, 6, -1, 3, 1, 6, -7, 1, -3

Not all compounds are listed, so the mix of outcomes need not match the whole.
